Compound activity as filed in PubChem BioAssay.
CAL PDZ FP-1 = blocks peptide binding to the human CAL PDZ domain; Q9HD26; purified CAL PDZ, TMR-peptide fluorescence polarization, 1 h; inhibition, % at 24.9 µM; actives 0.92% (n = 300,000); AID 602252;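 active means mean inhibition of at least 30% with at least half of replicates also reaching 30%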;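 further: 0% = DMSO neutral control and 100% = excess unlabeled competitor peptide PRC23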
DSG3 Ab inh = human desmoglein-3 autoantibody binding inhibition; actives 0.48% (n = 310,000); AID 588358; P32926; DSG3-coupled beads, scFv-anti-DSG3-GFP binding, flow cytometry; active compounds read low; binding (percent of control), % at 10 µM;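 active means binding more than 3 SD below its plate's average and above zero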;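 further: hits lower antibody fragment binding to DSG3; some compounds called inactive have numbers as strong as hits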
Target sequence (P32926 whole entry, looked up, the tested form may be a part): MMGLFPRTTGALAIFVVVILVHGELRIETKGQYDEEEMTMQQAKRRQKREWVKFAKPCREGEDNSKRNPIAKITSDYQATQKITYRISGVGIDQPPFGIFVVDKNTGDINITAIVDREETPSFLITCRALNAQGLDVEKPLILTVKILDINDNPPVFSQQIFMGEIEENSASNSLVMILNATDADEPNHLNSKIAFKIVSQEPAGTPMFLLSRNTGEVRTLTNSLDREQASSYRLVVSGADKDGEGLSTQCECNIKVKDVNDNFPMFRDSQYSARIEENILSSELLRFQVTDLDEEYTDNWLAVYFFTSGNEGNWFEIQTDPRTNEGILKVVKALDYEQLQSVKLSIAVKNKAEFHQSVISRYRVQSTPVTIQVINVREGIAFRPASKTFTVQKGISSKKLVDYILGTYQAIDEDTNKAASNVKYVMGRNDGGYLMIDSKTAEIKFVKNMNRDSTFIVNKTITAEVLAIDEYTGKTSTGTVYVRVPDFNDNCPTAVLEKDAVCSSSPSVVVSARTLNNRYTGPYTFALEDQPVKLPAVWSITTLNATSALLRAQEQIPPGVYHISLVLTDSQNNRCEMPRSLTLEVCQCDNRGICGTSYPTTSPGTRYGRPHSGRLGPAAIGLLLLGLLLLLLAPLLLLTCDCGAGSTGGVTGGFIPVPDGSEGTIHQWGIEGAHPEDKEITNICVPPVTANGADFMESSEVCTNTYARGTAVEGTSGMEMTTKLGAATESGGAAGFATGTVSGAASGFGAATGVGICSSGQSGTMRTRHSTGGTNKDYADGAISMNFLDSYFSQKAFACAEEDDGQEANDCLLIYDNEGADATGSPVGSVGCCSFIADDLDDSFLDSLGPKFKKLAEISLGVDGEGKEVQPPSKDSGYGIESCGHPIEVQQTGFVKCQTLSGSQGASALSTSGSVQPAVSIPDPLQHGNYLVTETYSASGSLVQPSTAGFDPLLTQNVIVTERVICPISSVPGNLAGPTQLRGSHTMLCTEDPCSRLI
Keap1-Nrf2 PPI = Keap1-Nrf2 (human) interaction inhibition; Q14145; Keap1 Kelch-Nrf2 peptide fluorescence polarization, 1536-well; inhibition, % at 9.4 µM; actives 0.15% (n = 340,000); AID 504523; in the data active means inhibition above about 12%;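 further: human Keap1 Kelch domain with fluorescein labeled Nrf2 9mer peptide probe; 0% = neutral control wells and 100% = peptide positive control; higher means more block of Keap1 binding to Nrf2 peptide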
Arr AP2 block = inhibitors of human beta-arrestin and AP2 interaction. actives 0.31% (n = 340,000). FITC-arrestin peptide / GST-AP2 beads, flow cytometry; AP2 beta2 appendage carries R879A mutation. inhibition, % at 10 µM;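 active means inhibition above a set limit, near 3 SD of compounds lacking own fluorescence, cut at about 54% in these data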;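 further: plate controls were DMSO wells for no effect and 5 µM unlabelled arrestin peptide for full effect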
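Material – AP2 appendage R879A on GSH beads · Buffer or medium – PBS with 0.05% Tween 20 and 0.1% BSA · Probe or stimulus – fluorescein-tagged arrestin peptide at 50 nM final · Incubation – compound with beads 12 min RT, then probe 1 h RT · Detection – high-throughput flow cytometry of beads, ex 488, em 535 nm · Evaluation – percent response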
CAL PDZ FP-2 = inhibitors of human CAL PDZ peptide binding; Q9HD26; purified CAL PDZ, TMR-peptide fluorescence polarization, 1 h; inhibition, % at 20 µM; actives 0.02% (n = 330,000); AID 504414;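 active means highest replicate inhibition of at least 40%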;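 further: plate controls were DMSO neutral control wells for no effect and unlabeled competitor peptide control wells for full effect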
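Read-out basis: mP drop reported as inhibition | Assay system: Tagged CAL PDZ protein CerCALP, purified | Benchmarks: Unlabelled peptide for full inhibition, DMSO wells as neutral | Schedule: 1 h incubation at room temperature before polarization reading | Buffer or medium: Sodium phosphate/NaCl buffer pH 7.4 with TCEP, IgG, Thesit | Doses: Single point, 20 µM | Measured by: Fluorescence polarization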
DAGLB inh = blocks human DAGLB lipase activity. HEK293T DAGLB membrane lysate, EnzChek fluorogenic substrate. actives 0.059% (n = 340,000). inhibition, % at 5.17 µM; in the data active means inhibition above about 34%;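 further: 0% = enzyme with vehicle and 100% = wells lacking enzyme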
RTF Ca sens inh = cardiac RTF calcium desensitization; P19429+P45379; IANBD-labeled cardiac RTF, Ca2+ fluorescence; inhibition, % at 7.15 µM; actives 0.12% (n = 340,000); AID 493244;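 active means inhibition above the mean inhibition of all tested compounds plus 3 SD, cut at about 17% in these data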;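 further: assay run at fixed EC70 calcium of 1.6 mM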
C-LANA FP = blocks KSHV LANA C-terminal domain binding to DNA; actives 0.078% (n = 340,000); inhibition, % at 9 µM; AID 504423; MBP-C-LANA/FAM-LBS DNA binding, fluorescence polarization;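 active means highest replicate inhibition at or above 60% at 9 µM, even if other replicates fall short; inactive means all replicates below 60% inhibition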;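 further: 0% = neutral control wells and 100% = 4 µM acridine orange control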
V-ATPase pH = yeast V-ATPase proton transport regulation by pHLuorin; response, % at 10 µM; AID 504577; actives 0.37% (n = 350,000); S. cerevisiae, pHLuorin cytosolic pH fluorescence; in the data active means response mostly above about 7.3%, no sharp cut-off; inactive means mostly below about 5.4%; further: actives read high; inactives centre near 0; some compounds called inactive have numbers as strong as hits
NSD2 inh = inhibitors of human histone methyltransferase NSD2; actives 0.54% (n = 310,000); AID 743445; NSD2 peptide methylation, AlphaScreen, 120 min; inhibition, % at 12.5 µM; in the data active means inhibition above about 50%
Active calls of the source: *; nt = no result given. An excerpt. The share of hits here may be higher or lower than overall.

SMILES | CAL PDZ FP-1 | DSG3 Ab inh | Keap1-Nrf2 PPI | Arr AP2 block | CAL PDZ FP-2 | DAGLB inh | RTF Ca sens inh | C-LANA FP | V-ATPase pH | NSD2 inh
CCOC(=O)C1=C(C)N=c2s/c(=C\c3cccc(OCC(=O)O)c3)c(=O)n2C1c1ccccc1OC (stereo not given) | -2 | 94 | -10 | 1 | 0.5 | -4 | -6 | 4.6 | 2 | nt
C#Cc1ccc([C@H]2C=C(C(=O)Nc3ccccc3)O[C@@H](OCc3ccc(CO)cc3)C2)cc1 | -2 | 101 | -6 | 8 | -0.5 | -3 | -13 | 2.8 | -3 | nt
CCOC(=O)c1cccnc1SCC(=O)N(C)c1ccccc1 | nt | 102 | -2 | -4 | -2.5 | 0 | -11 | -1.0 | 0 | 2
Cc1ccc(NC(=O)Cn2c(=O)oc3ccccc32)cc1Cl | -4 | 105 | 3 | 3 | -0.9 | -3 | -5 | -1.2 | 2 | 5
CCOc1ccc(N2C(=O)CNC2=S)cc1 | -2 | 113 | 2 | -9 | -1.1 | -2 | -13 | -1.5 | -2 | -1
CC(C)(C)N1C(=O)c2ccc(C(=O)O)cc2C1=O | -9 | 108 | -2 | 2 | 0.0 | -1 | -1 | -1.0 | -2 | -4
CC(C)(C)NC(=O)NC(=O)C[n+]1ccc(Cc2ccc([N+](=O)[O-])cc2)cc1 | 1 | 93 | 0 | -8 | 0.0 | 0 | 1 | 1.2 | -2 | 9
O=C(COc1ccc(-c2ccccc2)cc1)N1CCN(C(=O)c2cccnc2)CC1 | 0 | 99 | -5 | -1 | -1.5 | -1 | -1 | 0.4 | 1 | 0
Cc1ccc(C)c(N2C(=O)c3ccc(C(=O)OCC(=O)c4c(N)n(C)c(=O)n(C)c4=O)cc3C2=O)c1 | -5 | nt | -3 | -1 | -0.7 | -1 | -5 | 1.2 | 3 | 0
Cc1ccc(C(C(=O)NC2CCCC2)N(CCCO)C(=O)Cn2nnc(-c3ccc(C)o3)n2)cc1 (stereo not given) | nt | nt | 3 | 42 | 0.1 | -1 | -1 | -0.3 | 2 | -2
COC(C[C@H]1O[C@H]1[C@H](O)[C@H](C)OCc1ccccc1)OC | -3 | 107 | -7 | 1 | 0.2 | 0 | 5 | 1.8 | 1 | nt
COc1cccc(C(=O)Oc2cc(-c3ccccc3)no2)c1 | -1 | nt | -1 | -9 | 2.4 | 2 | -1 | -0.4 | -2 | 1
Cc1ccc(NC(=O)c2cc(-c3ccc(C)o3)nc3ccccc23)nc1 | -3 | 96 | -4 | 5 | -3.0 | 5 | -9 | 1.0 | -3 | 1
O=c1cc(C(F)(F)F)[nH]c(=S)n1-c1ccccc1 | 0 | 98 | 0 | -19 | -0.4 | -1 | -4 | 0.3 | 0 | 0
Oc1ccc(/C=N/Nc2ncc(Cl)cc2Cl)cc1 | 4 | 104 | 0 | -9 | 0.8 | 0 | -10 | -0.5 | 0 | 2
CN1C(=O)S/C(=C/c2ccccc2OCc2ccc(C(=O)O)cc2)C1=O | 7 | 101 | 1 | 20 | -2.3 | 4 | -1 | -0.9 | 2 | 0
O=C(NCCN1CCN(c2ccccc2)CC1)c1cccc(Br)c1 | -1 | 104 | 1 | -8 | -1.7 | -1 | -6 | 2.1 | 9 | 8
N#CC1=C(N)Oc2c(oc(CO)cc2=O)C1c1cccs1 (stereo not given) | -3 | nt | 0 | 30 | 2.0 | -5 | -16 | 1.5 | 5 | 4
CC(C)(C)OC(=O)C[C@@H]1C/C=C\C[C@@H](CC(=O)N[C@@H](CO)Cc2ccccc2)C(=O)NCCOC1=O | -2 | 99 | 3 | -1 | 0.4 | -3 | -5 | -1.7 | 2 | nt
COc1ccc(S(=O)(=O)N2CCCC2c2cccs2)cc1 (stereo not given) | -3 | nt | -1 | 9 | 0.0 | 1 | -4 | -0.7 | -1 | -2
Cc1ccc(CN2CCSc3ccc(C(=O)NC4CCCC4)cc32)cc1 | -4 | 96 | 1 | 26 | -0.4 | 1 | -13 | 0.3 | -4 | -1
COc1cccc(C(=O)C2CCCN(C(=O)CCc3scnc3C)C2)c1 (stereo not given) | -2 | nt | 1 | -4 | 4.2 | 2 | -8 | 1.8 | -2 | -2
CC(OC(=O)c1cc(S(=O)(=O)N(C)C)ccc1N1CCCC1)C(=O)NCc1ccccc1 (stereo not given) | 0 | 103 | -3 | -3 | -0.7 | 0 | -2 | 0.4 | -2 | -1
O=C(NCC1COc2ccccc2O1)c1cccs1 (stereo not given) | 0 | 110 | -7 | 10 | -5.1 | 0 | -5 | 1.0 | -4 | -3
CCOc1cccc(N(C(=O)CCC(=O)Nc2cc(C)on2)C(C(=O)NC(C)(C)C)c2ccc(OC)cc2)c1 (stereo not given) | -6 | nt | 5 | 4 | -2.6 | -5 | -15 | -0.4 | 1 | -5
Cc1ccc(NC(=O)COC(=O)Cn2ccc(=O)[nH]c2=O)cc1C | 40* | 102 | -4 | -5 | -0.4 | 0 | 3 | -0.1 | 3 | 0
CCOC(=O)C1Oc2ccccc2C(c2cccc3ccccc23)=C1C(=O)OC (stereo not given) | -1 | 102 | -5 | 21 | -0.2 | -8 | -7 | 1.1 | 0 | nt
CCCn1cc(SCC(=O)Nc2nnc(C)s2)c2ccccc21 | -1 | 98 | -5 | -7 | -0.3 | 0 | -7 | 0.3 | -1 | nt
C=CCOC(=O)C1=C[C@H](c2cn(C(C)=O)c3ccccc23)C[C@H](OCc2ccc(CO)cc2)O1 | 2 | 104 | 3 | -7 | 0.3 | -1 | -3 | 3.6 | 1 | nt
Cc1oc2c(C)c(O)ccc2c(=O)c1-c1nncn1-c1ccccc1 | -3 | 99 | -5 | -3 | -0.9 | -2 | -1 | -1.8 | 7 | 0
CCOC(=O)C(CC(=O)Nc1nc(C(C)=O)c(C)s1)C(C)c1ccccc1 (stereo not given) | nt | 101 | 4 | -13 | -0.9 | 0 | 0 | 0.9 | 0 | -2
Cc1cc(C)n2nc(C(=O)OCC(=O)Nc3ccc(Cl)cc3)nc2n1 | nt | 98 | nt | nt | nt | 0 | nt | nt | -1 | -1
CC(=O)Nc1ccc(NC(=O)CNS(=O)(=O)c2ccc(C)cc2)cc1 | -2 | 100 | -3 | -3 | 0.8 | -2 | -5 | 0.4 | -2 | 0
CCOc1cc(/C=C2\SC(=S)N(N3CCOCC3)C2=O)ccc1O | 1 | 88 | -4 | -19 | -2.1 | 1 | -8 | 1.0 | -5 | -1
C[C@H](CO)N1C[C@H](C)[C@@H](CN(C)Cc2ccncc2)Oc2c(NC(=O)C3CCCCC3)cccc2C1=O | 1 | 98 | 0 | 27 | -0.8 | -1 | 0 | 0.7 | -1 | nt
NC(=O)c1ccc(NC(=O)COC(=O)c2ccc(Br)c(S(=O)(=O)N3CCOCC3)c2)cc1 | -5 | 106 | -4 | 8 | -1.0 | -1 | 0 | 0.8 | -2 | 3
Cc1ccc(Cl)cc1NC(=O)COC(=O)CCN1C(=O)C2CC=CCC2C1=O (stereo not given) | nt | 92 | -6 | -2 | 0.8 | 4 | 0 | -0.5 | 4 | -2
Cc1cc(C)cc(NC(=O)CSc2nc(=O)n(CCCN3CCOCC3)c3c2CCCC3)c1 | nt | 96 | 0 | 30 | -1.7 | 1 | -1 | -1.8 | -2 | 0
COc1ccc(C2CC(c3ccc(Br)cc3)=NN2C(=O)CSC2=NN3CCCC(=O)N=C3S2)cc1 (stereo not given) | -1 | 99 | -2 | 12 | -2.9 | 2 | -1 | -1.4 | -3 | -6
CNC(=O)c1csc(-c2cccs2)n1 | -5 | nt | -2 | -1 | -0.5 | 0 | 8 | 0.8 | -1 | nt
CC(O)Cn1c(N2CCCC2)nc2c1c(=O)[nH]c(=O)n2C (stereo not given) | -1 | 92 | -9 | -5 | -0.9 | -1 | -11 | 0.6 | 1 | -5
CCCC(=O)Nc1ccc2c(c1)nc(CN1CCN(C(=O)OCC)CC1)n2CC | -5 | 105 | 0 | -1 | -0.9 | 1 | -9 | -0.7 | -4 | -8
O=C(Nc1cccc(C(=O)O)c1)/C(=C\c1ccc2c(c1)OCO2)NC(=O)c1ccccc1Br | nt | 103 | nt | nt | nt | -1 | nt | nt | -2 | -3
COc1cc(NC(=S)NN2CCN(C)CC2)cc(OC)c1 | -17 | 97 | -5 | 1 | -6.2 | 2 | -1 | -0.9 | -1 | 0
CSCCOC(=O)c1[nH]c2c(c1C)C(=O)CC(c1ccco1)C2 (stereo not given) | nt | 107 | 1 | 11 | -1.3 | 1 | -10 | -0.7 | 4 | nt
O=C(NCN1CCc2ccccc2C1)c1ccccc1 | -6 | 100 | -2 | 30 | -0.7 | -2 | -1 | -1.0 | 2 | -2
Cc1oc2ccc(O)cc2c1C(=O)c1ccc(F)cc1 | nt | 105 | nt | -8 | nt | nt | nt | nt | 1 | 0
N#CCCC1CCCC=C1N(Cc1ccccc1)C(=O)C(Cl)Cl (stereo not given) | 1 | 92 | -2 | 5 | 0.7 | nt | nt | 1.2 | -4 | -4

By substructure: those above containing fluorine (2)
SMILES | CAL PDZ FP-1 | DSG3 Ab inh | Keap1-Nrf2 PPI | Arr AP2 block | CAL PDZ FP-2 | DAGLB inh | RTF Ca sens inh | C-LANA FP | V-ATPase pH | NSD2 inh
O=c1cc(C(F)(F)F)[nH]c(=S)n1-c1ccccc1 | 0 | 98 | 0 | -19 | -0.4 | -1 | -4 | 0.3 | 0 | 0
Cc1oc2ccc(O)cc2c1C(=O)c1ccc(F)cc1 | nt | 105 | nt | -8 | nt | nt | nt | nt | 1 | 0

(next part)
SMILES | CAL PDZ FP-1 | DSG3 Ab inh | Keap1-Nrf2 PPI | Arr AP2 block | CAL PDZ FP-2 | DAGLB inh | RTF Ca sens inh | C-LANA FP | V-ATPase pH | NSD2 inh
COc1ccc(CCNC(=O)CSc2ccc(-c3ccccc3)nn2)cc1OC | -4 | 85 | 9 | 26 | -1.3 | -1 | -15 | 0.2 | -5 | 0
O=C(Nc1ccc(Cl)c(C(F)(F)F)c1)[C@@H]1CC=C[C@@H]2CCN(C3CCCCC3)C(=O)[C@@H]21 | 2 | 105 | -1 | 1 | 0.7 | 2 | 8 | 0.9 | 6 | nt
CN(C)c1ccc(NC(=O)C(=O)NCCOc2ccccc2)cc1 | 2 | 97 | 5 | 26 | -3.8 | 5 | -5 | -0.2 | 2 | 1
NC(=O)c1ccc(-n2nnnc2SCC(=O)Nc2ccccc2-c2ccccc2)cc1 | -5 | 106 | -2 | 9 | -1.2 | -1 | 8 | -0.3 | 1 | 2
CCc1ccccc1N(CC(=O)NCC1CCCO1)C(=O)CCC(=O)Nc1nccs1 (stereo not given) | -3 | 98 | 3 | -17 | -2.0 | -1 | 6 | -1.2 | 1 | -2
COc1ccc(OC)c(/C=C/c2[nH]c(=O)[nH]c(=O)c2[N+](=O)[O-])c1 | nt | 110 | -1 | 11 | 0.5 | 0 | -10 | -0.9 | 4 | 7
